# NTR1 ag – agonists of NTR1, primary screen, imaging, U2OS cells, beta-arrestin-GFP, high content (AID 493036); 330,000 compounds, 0.17% hits; activation, % at 20 µM; Neurotensin receptor type 1 (Homo sapiens), P30989; NTR1-U2OS beta-arrestin-GFP spot imaging, agonist mode;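 active means activation at or above 40% of the spot to cytoplasm intensity ratio, with at least 20 cells analyzed; inconclusive means wells under 20 cells, flagged as cytotoxic or low count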;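 further: 0% = DMSO without peptide and 100% = 100 nM NTR1 peptide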
# Target sequence (P30989 whole entry, looked up): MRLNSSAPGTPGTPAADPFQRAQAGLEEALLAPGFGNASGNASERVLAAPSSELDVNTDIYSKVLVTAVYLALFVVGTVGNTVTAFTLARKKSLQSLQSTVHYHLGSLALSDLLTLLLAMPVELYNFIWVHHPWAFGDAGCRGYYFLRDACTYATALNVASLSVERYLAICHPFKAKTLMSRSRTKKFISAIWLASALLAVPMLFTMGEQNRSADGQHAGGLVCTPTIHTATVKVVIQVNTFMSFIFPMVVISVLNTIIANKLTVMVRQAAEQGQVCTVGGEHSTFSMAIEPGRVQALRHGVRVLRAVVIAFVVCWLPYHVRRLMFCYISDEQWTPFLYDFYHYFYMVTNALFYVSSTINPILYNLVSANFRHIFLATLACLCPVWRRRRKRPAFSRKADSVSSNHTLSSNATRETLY
# UTI89 phage lysis – inhibition of K1F phage lysis, E. coli UTI89, bacterial capsule biogenesis inhibitors, alamar blue (AID 488966) | inhibition, % at 100 µM; hits with a dose series show IC50 in µM | 340,000 compounds, 0.02% hits | E. coli UTI89 K1F phage lysis, alamar blue, 2 h; higher % means a stronger effect;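 active means phage lysis inhibition, versus mean bacterial control, above a set limit; inconclusive means no clear call, values can overlap the other calls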;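 further: capsule biogenesis inhibitors block K1F phage lysis so surviving cells raise fluorescence; higher fluorescence means more inhibition of phage lysis; actives were called in the ten point dose series up to 300 µM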
# GPR35 arrestin U2OS – GPR35 antagonists blocking zaprinast-driven arrestin recruitment, primary screen, imaging, U2OS, beta-arrestin-GFP, zaprinast agonist (AID 2058) | G-protein coupled receptor 35 (Homo sapiens) | U2OS GPR35 beta-arrestin-GFP translocation imaging, zaprinast antagonism; higher % means a stronger effect | inhibition, % at 10 µM, or IC50 in µM where a hit was titrated | 290,000 compounds, 0.052% hits;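 active means inhibition of at least 50% with at least 30 cells and total cytoplasm GFP at most 10,000,000; inconclusive means under 30 cells or total GFP of 10,000,000 plus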
# NOD1 inhibition – NOD1 signaling inhibitors, primary screen, cell-based, luminescence, uHTS (AID 1578). NOD1-driven NF-kB luciferase reporter cells, luminescence; higher % means a stronger effect. inhibition, % at 4 µM; hits with a dose series show EC50 in µM. 290,000 compounds, 1% hits; in the data active means inhibition mostly above about 36%, no sharp cut-off; inactive means mostly below about 34%;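 further: HEK-293T reporter cells stimulated with the NOD1 agonist gamma-tri-DAP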
# GPR55 activation – GPR55 agonists via beta-arrestin recruitment, primary screen, imaging, U2OS cells, beta-arrestin-GFP redistribution (AID 1961); G-protein coupled receptor 55 (Homo sapiens); U2OS GPR55 beta-arrestin-GFP redistribution imaging; higher % means a stronger effect; one-dose activation, % at 10 µM; EC50 in µM for titrated hits; 290,000 compounds, 0.048% hits;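 active means activation above 40% with more than 50 cells counted in the well; inconclusive means wells holding fewer than 50 cells, flagged as toxic or sparse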;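 further: U2OS osteosarcoma cells stably expressing GPR55 and beta-arrestin-GFP; plate controls were DMSO negative control for no effect and LPI positive control for full effect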
# MgcRacGAP inhibition – MgcRacGAP GTPase-activating activity inhibitors, confirmation, biochemical, ADP Hunter fluorescence; Rac GTPase-activating protein 1 (Homo sapiens); MgcRacGAP-stimulated Rac1 GTP hydrolysis, ADP Hunter fluorescence; higher % means a stronger effect; GST-tagged Rac1 F28L mutant substrate; one-dose inhibition, % at 30 µM; IC50 in µM for titrated hits; 340,000 compounds, 0.6% hits;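 active means first-screen hits whose inhibition reached a set limit at any dose in the follow-up dose series; inconclusive means inhibition above the set first-screen limit but never retested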;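 further: fluorescence reports GDP produced by GAP-driven GTP hydrolysis; strong numbers were not always called active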
# KOR beta-arrestin-1 – KOR agonists, beta-arrestin recruitment, primary screen, cell-based, luminescence, uHTS (AID 1777); Kappa-type opioid receptor (Homo sapiens); 280,000 compounds, 0.02% hits; activation, % at 10 µM, or EC50 in µM where a hit was titrated; KOR beta-arrestin recruitment, luminescence; higher % means a stronger effect; in the data active means activation above about 50%, passing the limit was not always enough; further: a part of the inactive calls stands beside numbers as strong as those of hits
# GPR55 antagonists – GPR55 antagonists blocking LPI-driven arrestin recruitment, primary screen, imaging, U2OS, beta-arrestin-GFP, LPI agonist (AID 2013); inhibition, % at 10 µM; hits with a dose series show IC50 in µM; U2OS GPR55 beta-arrestin-GFP translocation imaging, LPI antagonism; higher % means a stronger effect; G-protein coupled receptor 55 (Homo sapiens); 290,000 compounds, 0.13% hits;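 active means spots per cell inhibited over 60%, with over 100 cells counted and total cytoplasm intensity under 500,000; inconclusive means wells with under 100 cells, flagged as likely toxic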;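 further: U2OS cells stably carrying GPR55 and arrestin-GFP stimulated by 5 µM LPI near EC80; imaged beta-arrestin-GFP aggregate spots per cell after agonist stimulation; plate controls were LPI-stimulated DMSO wells for no effect and DMSO wells without LPI for full effect; some results filed as inactive read as strong as hits; confirmed hits need IC50 under 10 µM and bright autofluorescent wells are also inconclusive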
# KOR beta-arrestin-2 – KOR antagonists, beta-arrestin recruitment, cell-based, luminescence, uHTS (AID 1778); Kappa-type opioid receptor (Homo sapiens); KOR beta-arrestin recruitment, luminescence, antagonist mode; higher % means a stronger effect; inhibition, % at 10 µM, or IC50 in µM where a hit was titrated; 290,000 compounds, 0.091% hits; in the data active means inhibition above about 50%; further: strong numbers were not always called active
# NTR1 ag cell count 20 µM – recorded beside NTR1 ag, whose call it bears; cell count; measured here: cell count, cytotoxicity flag
# * = called active by the depositor; ? = inconclusive; . = no result given; [ ] = another dose, or the depositor's remark.
# Start of the data: the first three records, ahead of the listing:
no.	compound	NTR1 ag	NTR1 ag cell count 20 µM	UTI89 phage lysis	GPR35 arrestin U2OS	NOD1 inhibition	GPR55 activation	MgcRacGAP inhibition	KOR beta-arrestin-1	GPR55 antagonists	KOR beta-arrestin-2
1	CC(C)/C(=N/Nc1ccccc1[N+](=O)[O-])c1ccccc1	5.3	30	0.0%	8%	-31%	-0.1%	3%	.	24%	-28%[20 µM]
2	COc1ccc(OC)c(NC(=O)C23CCC(C)(C(=O)O2)C3(C)C)c1 (stereo not drawn)	-0.1	52	0.1%	-4%	-3%	-0.1%	-2%	0.9%	3%	37%
3	O=C(COC(=O)CSc1cc(Cl)ccc1Cl)Nc1ncc(C(F)(F)F)cc1Cl	.	.	-0.1%	9%	-22%	?	3%	2.8%	4%	17%

# The list itself, from the start:
no.	compound	NTR1 ag	NTR1 ag cell count 20 µM	UTI89 phage lysis	GPR35 arrestin U2OS	NOD1 inhibition	GPR55 activation	MgcRacGAP inhibition	KOR beta-arrestin-1	GPR55 antagonists	KOR beta-arrestin-2
1	CC(C)/C(=N/Nc1ccccc1[N+](=O)[O-])c1ccccc1	5.3	30	0.0%	8%	-31%	-0.1%	3%	.	24%	-28%[20 µM]
2	COc1ccc(OC)c(NC(=O)C23CCC(C)(C(=O)O2)C3(C)C)c1 (stereo not drawn)	-0.1	52	0.1%	-4%	-3%	-0.1%	-2%	0.9%	3%	37%
3	O=C(COC(=O)CSc1cc(Cl)ccc1Cl)Nc1ncc(C(F)(F)F)cc1Cl	.	.	-0.1%	9%	-22%	?	3%	2.8%	4%	17%
4	CCOc1cccc(=O)c2c(C)n(CC3CCCO3)c(C)c12 (stereo not drawn)	3.4	49	0.6%	7%	-7%	0.0%	9%	-6.4%	7%	-1%
5	CC(Oc1ccc(Cl)cc1Cl)C(=O)/C=C/N(C)C (stereo not drawn)	-2.5	97	1.0%	1%	26%	0.0%	2%	1.6%	2%	9%
6	CC(C)[C@@H](C(=O)N1CCN(C(=O)OC(C)(C)C)CC1)n1cc(CCO)nn1	2.1	94	1.8%	3%	13%	0.3%	3%	-1.3%	-4%	9%
7	Cc1cc(C)n2nc(SCC(=O)N(CC(C)C)c3c(N)n(CC(C)C)c(=O)[nH]c3=O)nc2n1	2.2	56	4.0%	-3%	-22%	0.3%	2%	3.2%	1%	30%
8	NCCCC(=O)N1c2ccccc2Sc2ccc(Cl)cc21	-1.0	91	0.8%	-12%	-6%	-0.3%	8%	-4.6%	1%	-7%
9	COC(=O)C1CN(S(=O)(=O)c2cc(OC)ccc2OC)CCS1 (stereo not drawn)	-1.9	39	0.0%	-8%	-47%	0.3%	6%	-0.5%	3%	-14%
10	CCOc1ccc(N(CC(=O)NC(C)(C)C)C(=O)c2ccco2)cc1	2.9	81	0.0%	-14%	-8%	0.3%	7%	-5.0%	2%	6%
11	CCCCNC(=O)Cn1cnc2c(cnn2-c2ccc(C)c(C)c2)c1=O	4.1	66	2.5%	14%	-14%	-0.2%	16%	-3.1%	11%	-13%
12	O=C(CSc1ccc(-c2ccc3c(c2)OCO3)nn1)Nc1nccs1	11	71	0.5%	-8%	-18%	0.1%	9%	16%	-3%	-101%
13	Cc1nn(C(=O)CCC(=O)NCCc2ccccc2)c2ccccc12	0.2	66	0.1%	3%	-18%	0.2%	4%	-0.5%	3%	-29%
14	CC(NC(=S)NCCCN1CCOCC1)C12CC3CC(CC(C3)C1)C2 (stereo not drawn)	1.2	55	0.3%	12%	-5%	1.5%	1%	-1.7%	9%	-15%
15	O=C1c2ccccc2NC(c2cccc(O)c2)N1O (stereo not drawn)	0.1	98	1.5%	-3%	-10%	-0.1%	9%	1.1%	9%	2%
16	Cc1ccccc1-c1nc(CS(=O)(=O)CC(=O)NCc2ccccc2)c(C)o1	2.0	43	4.8%	12%	-12%	0.3%	-2%	-2.6%	6%	3%
17	c1ccc(CNc2ncnc3c2cnn3-c2ccccc2)cc1	2.9	89	0.2%	6%	-6%	0.2%	8%	0.7%	3%	-48%
18	CCOC(=O)c1sc2ncn(C(C)C(=O)OCC)c(=O)c2c1C (stereo not drawn)	-0.3	43	1.2%	-6%	-30%	-0.1%	10%	-0.4%	0%	-17%
19	CCn1c(CC(=O)Nc2ccc(Cl)c(Cl)c2)nnc1SCc1ccc(C)cc1	-0.3	52	3.0%	15%	-8%	-0.1%	5%	-1.8%	-8%	22%
20	O=C(OC1CCOC1=O)c1cc(-c2cccs2)nc2ccccc12 (stereo not drawn)	4.7	44	0.4%	1%	-18%	0.1%	3%	-1.4%	2%	-13%
21	COc1ccc2[nH]c(=O)c(CNc3cc(C)ccc3C)cc2c1	1.7	52	1.1%[50 µM]	-1%	0%	0.3%	7%	0.9%	2%	-6%
22	COC(=O)CSc1nnc(CNC(=O)c2cc(OC)cc(OC)c2)n1-c1ccc(F)cc1	-0.3	63	0.3%	-14%	-26%	0.4%	10%	0.9%	14%	2%
23	CCOc1cc(/C=C2/NC(=O)NC2=O)cc([N+](=O)[O-])c1O	1.3	98	0.0%	0%	-20%	0.2%	3%	-8.8%	0%	9%[20 µM]
24	COCC(=O)NCCNc1nc2ccc(C)cc2cc1C	-0.6	85	1.7%	0%	5%	0.2%	6%	-5.9%	12%	22%
25	CCC(=O)Nc1ccc2c(c1)nc(CCN1CCCCC1)n2C	-0.9	98	0.2%	2%	-12%	-0.1%	5%	-4.1%	0%	38%
26	Cc1c(NCc2cccnc2)cccc1C(=O)O	-0.3	72	0.0%	7%	19%	-0.1%	5%	0.1%	-5%	-7%
27	COc1ccc(-n2nc(C(=O)NCC(=O)NCC3CCCO3)c3ccccc3c2=O)cc1Cl (stereo not drawn)	1.6	85	0.1%	-15%	5%	-0.1%	6%	4.1%	19%	-11%
28	O=C(NCC(=O)N(Cc1ccccc1)C(C(=O)NCC1CCCO1)c1ccccc1)c1ccco1 (stereo not drawn)	1.9	57	-0.1%	5%	-8%	-0.2%	8%	0.1%	2%	-17%
29	CCOCCCNC(=O)c1ccc2c(c1)N(Cc1ccccc1)C(=O)CS2=O (stereo not drawn)	4.8	50	-2.3%	1%	-19%	0.1%	-2%	-1.5%	-6%	35%
30	CCOc1cc(N2CCOCC2)c(OCC)cc1NCC(=O)N1CCN(Cc2ccccc2)CC1	1.5	59	0.2%	0%	9%	-0.1%	64µM*	.	-10%	-12%
31	Cc1noc(C)c1COc1ccc(C(=O)Nc2ccccc2)cc1	0.3	34	0.0%	-2%	-11%	-0.4%	6%	-2.7%	-5%	-2%
32	COc1ccc(C2NC(=O)CCC2[N+](=O)[O-])cc1 (stereo not drawn)	-1.3	58	-0.1%	7%	-18%	-0.1%	-4%	1.8%	31%	-11%[20 µM]
33	CN(c1ccc(C(=O)NCCSC(C)(C)C)cc1)S(=O)(=O)c1ccccc1	4.5	39	-3.5%	12%	-5%	-0.1%	9%	.	15%	-14%[20 µM]
34	O=C(NCCNc1ccc([N+](=O)[O-])cc1Cl)c1ccccc1F	0.5	56	0.6%	-1%	-15%	0.8%	13%	5.3%	-44%	-1%[20 µM]
35	O=C(O)C1CCCN1C(=O)Oc1ccccc1 (stereo not drawn)	-0.5	89	0.7%	5%	5%	-0.1%	5%	-2.1%	0%	1%
36	COc1ccc(CNC(=O)COc2ccc([N+](=O)[O-])cc2)cc1	-3.1	96	0.3%	7%	4%	0.0%	13%	7.7%	11%	2%
37	Cc1ccc(-c2noc(CCCC(=O)NCC3CCCO3)n2)cc1 (stereo not drawn)	-2.2	37	-1.0%	0%	9%	-0.1%	8%	0.7%	5%	-18%
38	O=C1OCC2=C1C(c1ccc(F)cc1)c1cc3c(cc1N2)OCCO3 (stereo not drawn)	.	.	0.0%	-10%	-41%	1.0%	5%	6.9%	-18%	-292%
39	S=c1[nH]nc(-c2ccco2)n1/N=C/c1ccccc1	0.0	43	-1.1%	-5%	-2%	0.0%	17%	1.1%	5%	23%
40	COc1ccccc1/C=C/C=C(\C#N)C(=O)NC(C)c1ccccc1 (stereo not drawn)	1.7	44	-0.1%	14%	17%	-0.3%	-3%	-2.6%	-20%	-8%
41	Cc1cc(Cl)ccc1OCCCC(=O)NC1CCN(C)CC1	-1.0	54	10%	2%	14%	0.0%	3%	-9.4%	3%	35%
42	O=C(Nc1ccccc1-c1nnc(SCc2ccc(Cl)cc2)o1)c1ccccc1	2.9	86	-0.2%	-5%	6%	0.5%	-7%	-0.5%	4%	-4%
43	CC(C)CN(CCCNC(=O)CC1Oc2ccccc2NC1=O)CC(C)C (stereo not drawn)	-0.3	68	-2.9%	-12%	-8%	-0.4%	2%	-5.8%	4%	13%
44	CC(C)CCNC(=O)c1ccc(-c2ccccc2)cc1	0.1	44	.	8%	-32%	-0.1%	.	-5.4%	5%	-9%[20 µM]
45	CCCSc1nnc(NC(=O)Cc2ccc(OC)c(OC)c2)s1	-1.2	66	0.6%	0%	0%	-0.5%	2%	0.5%	5%	13%
46	COc1ccc(OC)c(-n2nnnc2SCC(=O)Nc2ccccc2N2CCOCC2)c1	-0.4	80	-0.1%	14%	-7%	0.0%	-4%	.	7%	7%[20 µM]
47	Oc1c(CN2CCN(c3ccccc3)CC2)cc(Br)c2cccnc12	.	.	0.1%	15%	.	0.3%	10%	-4.2%	26%	64%*
48	COc1ccc(N(CC(=O)N2CCc3ccccc3C2)S(C)(=O)=O)cc1Cl	2.0	57	-0.3%	1%	-24%	1.3%	7%	-5.2%	6%	7%
49	O=C(NCCc1ccc(Cl)cc1)C1CCCN1C(=O)Nc1ccccc1 (stereo not drawn)	0.9	49	-0.4%	-4%	-4%	-0.3%	-5%	2.2%	0%	-39%[20 µM]
50	O=C1c2ccccc2C(=O)N1CCC1=CCCCC1	0.6	57	1.1%	2%	-24%	-0.1%	7%	-4.4%	-7%	24%

# Compound activity: PubChem, several laboratories

# Only part of the results is shown; count on the stated rates, not on these rows.
